# MT stabilize HCS: stabilizes microtubules in HeLa cells; HeLa tubulin immunostaining HCS, 24 h; share of cells brighter than vehicle mean+2SD; % tubulin-high responders, % at 10 µM; 0.83% of 200,000 active; AID 2205;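 active = plate Z-score above 3 for both tubulin-high and condensed-nucleus cell shares, with cell loss under 80%, at 10 µM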;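 note: anti alpha tubulin signal scored within the nucleus-defined area of each cell; some results filed as inactive read as strong as hits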
# P. falciparum M1AAP: P. falciparum M1AAP inhibitors, biochemical, fluorogenic H-Leu-NHMec substrate, 1536-well (AID 1445). recombinant M1AAP, H-Leu-NHMec fluorogenic kinetic assay; higher % means a stronger effect. inhibition, % at 30 µM; hits with a dose series show IC50 in µM. 0.42% of 220,000 active;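 active = primary inhibition above the hit cutoff, then over 50% inhibition at one or more dose response concentrations, cut at about 23% in these data, passing the limit was not always enough; inconclusive = conflicting primary data, or primary hits not chosen for dose response; inactive = low primary inhibition, or under 50% at every dose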;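 note: plate controls were DMSO full reaction for no effect and no enzyme background for full effect; strong numbers were not always called active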
# Hep lipid drop: modulators of hepatic lipid droplet formation; AML12 mouse hepatocytes, oleate lipid droplets, BODIPY imaging; inhibition, % at 6.5 µM; 0.4% of 240,000 active;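 active = lipid droplet intensity inhibited by at least 50%, with more than 500 cells counted; inconclusive = wells with under 300 cells, treated as cytotoxic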
#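 material = mouse AML12 hepatocyte cell line, fixed after treatment | also added = 100 µM oleic acid challenge | doses = compound at 6.5 µM only | schedule = overnight exposure | technique = Image-based BODIPY and DAPI two-channel analysis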
# Yfh1-depleted yeast: enhancers of respiration in Yfh1-depleted yeast, dose response, Friedreich's ataxia, plus single-dose screen (AID 1465); S. cerevisiae Yfh1-off respiration, WST-1 reduction, 72 h; higher fold induction means a stronger effect; fold induction at 50 µM; hits with a dose series show EC50 in µM; 0.074% of 220,000 active;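 active = fold induction of absorbance versus untreated yeast above a set limit, then at least 30% activation at any dose in follow-up; inconclusive = repeats straddling the limit, or above it without dose testing; inactive = fold induction below the set limit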;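 note: activators that raise dye reduction in frataxin-depleted yeast; strong numbers were not always called active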
# Autophagy HCS: autophagy modulation, high-content screen; MEF GFP-LC3 puncta imaging; test concentration mostly 10 µM; calls only at 10 µM (by protocol); 0.98% of 190,000 active; AID 463193;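 active = percentage of spot-positive cells more than 3 SD above its plate mean, without a fluorescence outlier flag or 80% toxicity; inconclusive = no clear call, values can overlap the other calls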;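 note: spot-positive cell cutoff set from DMSO-treated cells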
# P. falciparum M17LAP: P. falciparum M17LAP inhibitors, primary screen, biochemical, fluorogenic H-Leu-NHMec substrate, 1536-well (AID 1619) | recombinant M17LAP, H-Leu-NHMec fluorogenic kinetic assay; higher % means a stronger effect | inhibition, % at 30 µM, or IC50 in µM where a hit was titrated | 0.38% of 220,000 active;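 active = compound inhibiting the enzyme by more than half at any dose during confirmatory dose-response retesting; inconclusive = strong single-dose inhibitors picked by rank but not retested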;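 note: plate controls were full reaction with DMSO carrier for no effect and no enzyme background for full effect; strong numbers were not always called active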
# Insulin prom up: MIN6 insulin promoter up-regulation. MIN6 insulin promoter-GFP reporter, high-content imaging; hits give high values. AID 1625. 0.3% of 190,000 active. z-score at 5 µM;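 active = z-score above 3 at 5 µM with at least 500 cells counted in the well; inconclusive = wells under 500 cells, flagged as cytotoxic or low count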
# ER stress rescue: rescue of cells from ER stress-induced death, primary screen, 384-well, CSM14.1, thapsigargin, ATP luminescence (AID 1222); CSM14.1 thapsigargin-induced death rescue, ATP luminescence; higher % means a stronger effect; cellular ATP content (survival), % at 20 µM, or EC50 in µM where a hit was titrated; 190,000 tested, under 10 active;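 active = EC50 below 50 µM in the dose-response confirmation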;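 note: death triggered by thapsigargin at about 15 µM added after 2 h compound pretreatment; cell ATP read after overnight thapsigargin exposure of roughly 18 to 22 hours; normalized against plate controls of thapsigargin alone and 5% DMSO vehicle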
# Dynein cargo inh: blocks dynein driven cargo transport along microtubules. 3617.4 mouse cells, GR-EGFP nuclear translocation imaging; test concentration mostly 20 µM; stimulated with dexamethasone, 1 µM; hits give low values. z-score, hits read low. 0.47% of 220,000 active. AID 1381;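 active = plate z-score of nuclear minus cytoplasmic receptor signal below a set negative limit, without overly bright fluorescence or cell loss, cut at about -3.5 in these data, passing the limit was not always enough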;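 note: z-score of nuclear minus cytoplasmic ring GR-EGFP intensity difference per well; some compounds called inactive have numbers as strong as hits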
#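 Buffer or medium: tet-free medium with charcoal-stripped serum / Also added: dexamethasone agonist, 1.0 µM final, for 30 min / Timing: induction 48 h, compound 1 h, agonist 30 min / Measured by: high-content fluorescence imaging after fixation / Read-out: nuclear-to-cytoplasmic GR-EGFP distribution per well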
# Dynein cargo inh cytoplasmic EGFP: recorded beside Dynein cargo inh, whose call it bears; z-score; measured here: cytoplasmic GR-EGFP intensity; hits give high values
# Dynein cargo inh nuclear GR-EGFP: also measured in Dynein cargo inh; calls as there; z-score; measured here: nuclear GR-EGFP intensity;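 lower value marks the stronger effect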
# Dynein cargo inh cell count: second read-out of Dynein cargo inh, no call of its own (marks repeat the call); z-score; measured here: cell count per field
# Insulin prom up cell count: second read-out of Insulin prom up, no call of its own (marks repeat the call); cell count; measured here: cytotoxicity, nuclei count;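 total cells summed across four imaged fields per well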
# Hep lipid drop cells 6.5 µM: second read-out of Hep lipid drop, no call of its own (marks repeat the call); cell count; measured here: cell count, cytotoxicity flag;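 cells counted across two imaged fields per well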
# MT stabilize HCS Hoechst-high %: recorded beside MT stabilize HCS, whose call it bears; % Hoechst-high responders; measured here: nuclear condensation Hoechst responders;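 share of cells brighter than vehicle mean plus two SD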
# MT stabilize HCS cytotoxicity %: also measured in MT stabilize HCS; calls as there; toxicity, %; measured here: cytotoxicity by cell density;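 0% = mean cell density of plate MIN control wells and 100% = no cells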
# Autophagy HCS cell loss 18 h: further read-out of Autophagy HCS, marked with its call; toxicity, %; measured here: cell loss, nuclei count;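 cell loss after 18 h compound exposure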
# Active calls of the source: *; i = inactive; ? = inconclusive; . = not tested or not shown; + = active, no number.
SMILES,MT stabilize HCS,MT stabilize HCS Hoechst-high %,MT stabilize HCS cytotoxicity %,P. falciparum M1AAP,Hep lipid drop,Hep lipid drop cells 6.5 µM,Yfh1-depleted yeast,Autophagy HCS,Autophagy HCS cell loss 18 h,P. falciparum M17LAP,Insulin prom up,Insulin prom up cell count,ER stress rescue,Dynein cargo inh,Dynein cargo inh cytoplasmic EGFP,Dynein cargo inh nuclear GR-EGFP,Dynein cargo inh cell count
Cc1ccc(Nc2cc(C)nc3c(C)ccc([N+](=O)[O-])c23)cc1,4.2,0.8,3.1,0%,58*,674*,i,i,15,-11%,-2.1,1220,-1.8%,0.4,-0.16,0.66,-0.8
Cc1cc(C)n2c(SCc3ccccc3Cl)nnc2n1,1.3,1.4,5.5,-2%,2,813,i,i,4,-5%,0.13,878,-2.7%,0.2,-0.23,0.42,0.23
Cc1ccc2cc(CCNC(=O)c3ccc4c(c3)OCO4)c(=O)[nH]c2c1C,3.5,4.6,10,0%,8,585,i,i,30,4%,-0.73,2007,-1.7%,-0.93,-0.15,-0.48,0.16
COc1ccccc1NC(=O)NCCCl,2.5,1.9,5.9,-5%,-11,741,i,i,-1,-8%,.,.,-2.1%,3,-0.2,1.4,-1.5
O=C(CN1CCC(C(=O)c2cccc(F)c2)CC1)NCc1cccs1,5.1,1.6,1.6,12%,6,616,i,i,29,8%,-0.18,1485,-2.1%,1.6,-0.21,1.2,-1.5
CCC(=O)NCCNc1nc2cc(C)cc(C)c2cc1C#N,2.3,2.4,4.0,1%,10,680,i,i,5,-10%,.,.,0.4%,-1.4,-0.21,-0.77,-0.048
Cc1ccc(N2CN(Cc3cccnc3)CNC2=S)cc1,3.1,2.3,5.5,3%,-2,714,i,i,-3,-6%,0.42,1501,-0.7%,0.39,-0.25,0.2,0.95
CC(C)(C)c1ccc(OCC(=O)NC2CCS(=O)(=O)C2)cc1 (centres undefined),2.1,2.0,0.8,-4%,-5,745,i,i,-7,-4%,0.23,1348,-1.9%,0.35,-0.21,0.26,0.052
Cc1ccc(C(=O)N2CCC3(CC2)Oc2ccc(F)cc2C(=O)C32CC(c3ccc(Cl)cc3)=NO2)s1 (centres undefined),.,.,.,2%,.,.,i,.,.,-3%,-1.4,775,.,2.7,-0.66,1.5,-1.6
CCOc1ccccc1-c1nc2c([nH]1)c(=O)n(C)c(=O)n2C,10,1.3,8.3,7%,.,.,i,i,3,3%,0.23,1518,-1.3%,0.4,-0.33,0.58,-0.11
COc1ccc(C2CC(c3cccs3)=NN2C(=O)CSc2nnc(N)s2)cc1OC (centres undefined),2.7,2.9,8.1,-12%,1,746,i,i,2,-4%,.,.,-0.9%,1.2,-0.2,0.62,-1.2
O=[N+]([O-])c1nn(-c2ccc3c(c2)OCCO3)n(O)c1=NCc1ccc(F)cc1Cl,2.6,0.9,2.2,2%,1,702,i,i,11,-9%,.,.,-1.4%,-0.54,-0.24,-0.35,0.66
Cc1cc(-c2nc(C)c(C(=O)NNS(=O)(=O)c3ccccc3)s2)no1,.,.,.,2%,9,695,i,.,.,5%,0.01,1389,.,0.1,-0.3,-0.18,0.62
Cc1ccc(N(CC(=O)NCc2ccco2)C(=O)CCC(=O)Nc2ccccn2)cc1C,1.8,1.5,5.4,-3%,.,.,i,i,6,3%,-0.05,1184,-2.0%,-0.8,-0.22,-0.48,0.94
CCNc1nc(OCCNC(C)=O)nc(N(C)C)n1,4.6,1.0,1.2,1%,.,.,i,i,1,7%,-0.33,1578,-0.7%,-0.24,-0.16,-0.76,-1.2
Cc1csc(NC(=O)CSc2nnc(-c3ccccc3)o2)n1,1.9,1.1,6.1,4%,-8,744,i,i,-5,9%,0,976,-2.5%,-0.078,-0.24,0.074,-0.12
CCN=C1SC(CC(=O)Nc2ccc(N3CCOCC3)cc2)C(=O)N1CC (centres undefined),2.8,1.7,14,4%,.,.,i,i,18,2%,-0.68,1348,2.4%,-0.59,-0.4,9.6e-05,0.46
COC(C[C@H](O)C[C@@H](O)COCc1ccccc1)OC,.,.,.,-1%,3,676,i,.,.,9%,-1.1,996,.,-0.84,-0.3,-0.33,0.53
NC(=S)c1ncc(C(F)(F)F)cc1Cl,.,.,.,-2%,-10,706,i,.,.,-13%,0.24,1432,.,1.7,-0.24,0.36,-0.077
CCOC(=O)c1cccc(NC(=O)CSc2nnc(CNc3ccc(C)cc3)n2CC)c1,4.1,2.4,18,6%,.,.,i,i,7,26%,-0.6,1098,2.7%,-0.14,-0.25,0.28,0.17
O=C(NCCc1ccccc1)c1ccc(Cl)nc1,2.4,1.3,1.1,2%,-1,726,i,i,1,11%,-0.04,1281,-0.3%,-0.53,-0.25,-0.72,-0.089
COc1ccc(/C(O)=C/c2nc3ccccc3n(-c3ccccc3)c2=O)cc1,9.8,9.6,4.0,8%,5,794,i,+,-1.4*,3%,.,.,0.7%,-0.23,7.2,1.3,0.87
Clc1ccc2[nH]cc(-c3nnnn3-c3ccc4ccccc4c3)c2c1,3.5,6.5,4.9,4%,-17,595,i,i,23,19%,-0.9,1818,-0.1%,-0.027,-0.18,0.5,0.8
Cn1c(SCC(=O)NC(C)(C)C)nnc1-c1cccc(NC(=O)c2ccccc2F)c1,1.9,1.2,4.2,8%,-7,741,i,i,6,2%,.,.,1.3%,-0.96,-0.19,-0.54,0.74
Oc1ccccc1-c1nc(NCc2cccnc2)c2ccccc2n1,.,.,.,3%,19,755,i,.,.,0%,0.78,1190,.,0.58,-0.27,-0.13,0.57
Cc1ccc(Cc2cnc(NC(=O)C3CCCO3)s2)cc1 (centres undefined),4.1,2.5,5.1,16%,.,.,i,i,-2,15%,-0.35,1224,-1.6%,1.5,-0.22,-0.41,-1
Cc1cc(NC(=O)COC(=O)c2n[nH]c3ccccc23)no1,3.6,3.0,4.6,5%,.,.,i,i,-7,-2%,-0.13,1705,1.2%,-0.36,-0.33,-0.01,0.33
CC(C)[C@H](NC(=O)c1ccccc1)C(=O)OCC(=O)N1CC2(C)CC1CC(C)(C)C2 (some centres undefined),1.9,3.2,6.1,-4%,-19,559,i,i,3,-1%,-0.1,1545,-1.9%,-0.97,-0.33,-0.71,0.97
CCOc1cc(NC(=O)C2CC2)c(OCC)cc1NC(=O)CCn1nnc2ccccc21,4.0,2.6,0.9,1%,-3,628,i,i,3,-2%,0.22,1246,1.0%,-0.81,0.36,-0.64,0.73
O=C1[C@@H]2[C@H](C(=O)N1Cc1cccnc1)[C@H]1C=C[C@@H]2C1,3.0,2.1,3.8,13%,1,791,i,i,-2,0%,.,.,0.0%,1,-0.13,0.57,0.47
Cc1nnc(SCC(=O)N(C)Cc2ccccc2)[nH]c1=O,3.8,3.8,9.8,5%,.,.,i,i,-20,8%,-0.77,975,0.8%,-0.1,-0.21,0.52,-0.62
O=S1(=O)CC(O)C(N(CCO)C(=S)Nc2ccccc2)C1 (centres undefined),.,.,.,1%,4,688,i,.,.,-10%,-1,1064,.,-0.66,-0.2,-0.38,0.73
CC(C)(C)C(=O)COC(=O)CCc1nc2ccccc2[nH]c1=O,1.4,1.2,7.9,-1%,-7,685,i,i,1,14%,0.14,1471,-0.2%,-0.26,-0.24,-0.073,0.6
COc1cc(SC)ccc1C(=O)OCC(=O)NC1CC1,3.0,2.2,6.1,1%,25,716,i,i,-6,6%,-0.46,1363,2.2%,0.68,-0.35,-0.22,0.55
C/C(=N\NC(=O)c1ccco1)c1cc2ccccc2o1,5.8,1.7,1.9,7%,13,664,i,i,6,34%,0.9,1258,-7.5%,1.2,-0.3,0.67,0.27
C=CCOC(=O)/C(=C/c1cccnc1)NC(=O)c1ccccc1,.,.,.,3%,2,758,i,.,.,7%,-0.03,1089,.,-0.48,-0.26,0.6,0.66
NC(=O)[C@@H]1CCCCNc2c(F)cc([N+](=O)[O-])cc2C(=O)N[C@@H](CC(=O)O)C(=O)NCC(=O)N1,3.5,1.1,8.3,?,2,755,i,i,-16,49%,0.61,1106,-5.7%,0.66,-0.32,0.61,0.3
CC(=O)N(C)c1ccc(OCC(O)COc2ccc(N(C)C(C)=O)cc2)cc1,3.1,1.6,4.3,0%,16,757,i,i,22,8%,0.38,1192,-2.6%,0.99,-0.19,1,-1.5
CC1CCN(C(=O)C2Cc3ccccc3CN2S(=O)(=O)c2ccc(F)cc2)CC1 (centres undefined),2.2,2.7,10,-1%,.,.,i,i,-4,-2%,-0.04,1321,-0.3%,-0.58,-0.21,-0.044,0.3
CC(C)C(=O)Nc1nnc(SCC(=O)N2c3ccccc3CC2C)s1 (centres undefined),2.3,0.9,1.9,2%,.,.,i,i,-3,2%,-0.74,1491,-0.9%,-0.79,-0.24,-1,-0.037

# Screens as filed in PubChem BioAssay.

# Rows are unselected; 3.5% or so of the library scored in one or more.
